# Bioassay records deposited in PubChem by several laboratories.
# MITF TRPM1 HTS = activators of MITF-driven TRPM1 promoter reporter, primary screen, cell-based, SK-MEL-5, luciferase, single point; SK-MEL-5 TRPM1-promoter luciferase, 24 h; % of positive control, neutral wells = 0; activation, % at 12.5 µM; 0.75% of 300,000 active; AID 588334, 2011;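 active = mean activation of at least 80% with every replicate also reaching 80%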;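 also: 0% = neutral control wells and 100% = parthenolide positive control wells; values of inactives mirror those of a sister screen read the other way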
# SR-BI DiI-HDL act = activators of SR-BI mediated DiI-HDL uptake, primary screen, ldlA[mSR-BI] CHO cells, DiI fluorescence. activation, % at 12.5 µM. 3 h; 100 = double the neutral-control signal. 0.096% of 320,000 active. AID 504775, 2011;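 active = mean replicate activation of at least 60% and every replicate at or above 60%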;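 also: 0% = median plate neutral-control signal and 100% = twice that signal; values of inactives mirror those of a sister screen read the other way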
#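 Material: SR-BI-overexpressing, LDLR-lacking CHO cells | Dosing: Single compound concentration, delivered by pin transfer | Probe or stimulus: Labelled HDL, 10 µg/mL | Signal: Bottom-read cell fluorescence after medium removal, ex 550/em 595 nm | Schedule: 3 h, 37 °C | Evaluation: HDL uptake via cellular fluorescence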
# CDK5 p35 inh = inhibitors of human CDK5/p35 kinase, primary screen, biochemical, single concentration | 0.01% of 330,000 active | inhibition, % at 10 µM | Recombinant CDK5/p35, ADP-Glo luminescence, 60 min | Cyclin-dependent kinase 5 (Homo sapiens) + Cyclin-dependent kinase 5 activator 1 (Homo …;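 active = highest replicate inhibition of at least 50% and at least 75% of replicates reaching 50%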;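 also: plate controls were DMSO neutral control for no effect and GW8510 at 10 µM for full effect; many of its hits are not listed in these tables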
# Target sequence (Q00535 whole entry, looked up): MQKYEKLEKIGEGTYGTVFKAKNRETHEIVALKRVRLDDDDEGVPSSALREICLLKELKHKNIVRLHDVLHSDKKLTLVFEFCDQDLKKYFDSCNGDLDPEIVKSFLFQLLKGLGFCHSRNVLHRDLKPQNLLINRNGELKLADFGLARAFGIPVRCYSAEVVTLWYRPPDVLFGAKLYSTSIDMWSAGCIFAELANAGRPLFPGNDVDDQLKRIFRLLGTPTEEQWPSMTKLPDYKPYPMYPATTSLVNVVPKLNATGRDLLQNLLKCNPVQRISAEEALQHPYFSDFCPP
# Target sequence (Q15078 whole entry, looked up): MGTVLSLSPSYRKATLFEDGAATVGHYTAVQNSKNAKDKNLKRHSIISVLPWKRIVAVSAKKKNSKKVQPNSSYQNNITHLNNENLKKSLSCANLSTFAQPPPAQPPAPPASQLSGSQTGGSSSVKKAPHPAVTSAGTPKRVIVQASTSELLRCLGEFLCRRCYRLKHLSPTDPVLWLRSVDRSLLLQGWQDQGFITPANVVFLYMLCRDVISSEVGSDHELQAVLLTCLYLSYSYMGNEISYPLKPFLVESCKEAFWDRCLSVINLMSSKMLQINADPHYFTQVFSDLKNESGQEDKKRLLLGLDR
# SR-BI DiI inh = inhibitors of SR-BI mediated HDL lipid uptake, primary screen, ldlA[mSR-BI] cells, fluorescence, single point; Scavenger receptor class B member 1 (Mus musculus), Q61009; ldlA[mSR-BI] CHO cells, DiI-HDL uptake fluorescence, 3 h; inhibition, % at 12.5 µM; 0.96% of 320,000 active;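 active = mean replicate inhibition of at least 70% and a set share of replicates each scoring 70 or more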;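 also: 0% = median of neutral control wells and 100% = median of positive control wells; values of inactives mirror those of a sister screen read the other way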
# cardiac RTF act = cardiac RTF calcium sensitivity activators, primary screen, biochemical, IANBD-TnC fluorescence, EC20 calcium; Troponin I, cardiac muscle (Homo sapiens) + Troponin T, cardiac muscle (Homo sapiens) + …; IANBD-labeled TnC RTF fluorescence at EC20 calcium; 0% EC20 calcium, 100% full calcium; activation, % at 7.2 µM; 0.24% of 340,000 active; AID 493008, 2010;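 active = activation above the mean over all tested compounds plus 3 SD, cut at about 30% in these data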;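 also: rise in fluorescence read as greater calcium sensitivity of cardiac thin filaments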
# Wnt bcat act = Wnt/beta-catenin pathway activators, primary screen, cell-based, plate reader, single point; Wnt/beta-catenin reporter cell assay, activator; activation, % at 9.35 µM; 1.2% of 300,000 active; in the data active = activation above about 30%, passing the limit was not always enough;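 also: 0% = neutral control wells and 100% = positive control wells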
# PvdQ acylase = P. aeruginosa PvdQ acylase inhibitors, primary screen, biochemical, fluorescence, plate reader and imaging, single point | 0.063% of 340,000 active | inhibition, % at 10 µM | purified PvdQ acylase | AID 488965, 2010 | PvdQ acylase [Pseudomonas aeruginosa LESB58]; in the data active = inhibition above about 30%, passing the limit was not always enough;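 also: 0% = vehicle neutral wells and 100% = reference inhibitor wells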
# dFosB act = activators of delta FosB homodimer, primary screen, biochemical, fluorescence polarization, TAMRA-CDK5 oligo, single point; Protein FosB (Mus musculus), P13346; purified delta FosB; percent of positive-control signal above neutral wells; activation, % at 25 µM; 0.99% of 340,000 active; AID 493131, 2011;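 active = mean activation above about 17%, with every replicate also reaching it, limit read from the data, passing the limit was not always enough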;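 also: fluorescence polarization rise as delta FosB binds a TAMRA Cdk5 AP-1 oligo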
# Rtt109 Vps75 = inhibitors of C. albicans Rtt109/Vps75 HAT, primary screen, biochemical, ThioGlo CoA-SH fluorescence, plate reader; Histone acetyltransferase RTT109 (Candida albicans (strain SC5314 / ATCC MYA-2876)), …; purified Rtt109/Vps75, 4 h; inhibition, % at 34.9 µM; 0.16% of 330,000 active;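 active = inhibition of at least 50% in every replicate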
# HTR5A ag ctr = HTR5A agonists in luminescence cell assay, primary screen, counter-screen for OPRM1-OPRD1 heterodimer agonist project, full-deck HTS; activation, % at 9.3 µM; 5-hydroxytryptamine receptor 5A (Homo sapiens), P47898; 0.61% of 340,000 active; cell-based; in the data active = activation mostly above about 9.5%, no sharp cut-off; inactive = mostly below about 7.6%;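 also: 0% = cells with vehicle only and 100% = reference agonist; strong numbers were not always called active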
# Target sequence (P47898 whole entry, looked up): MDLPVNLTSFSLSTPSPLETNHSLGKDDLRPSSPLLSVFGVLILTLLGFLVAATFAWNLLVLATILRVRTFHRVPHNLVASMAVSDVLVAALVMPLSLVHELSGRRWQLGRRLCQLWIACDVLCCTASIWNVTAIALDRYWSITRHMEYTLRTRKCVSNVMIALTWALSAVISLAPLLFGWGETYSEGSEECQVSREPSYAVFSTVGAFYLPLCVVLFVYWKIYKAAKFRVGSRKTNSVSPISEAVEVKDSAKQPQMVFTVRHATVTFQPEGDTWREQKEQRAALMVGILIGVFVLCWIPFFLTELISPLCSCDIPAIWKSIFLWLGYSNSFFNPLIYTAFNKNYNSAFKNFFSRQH
# The depositor's hits bear a star; x = not tested or not shown; & = joins results of further samples. Outcome played no part in choosing rows; overall some 4.4% were active at least once.
SMILES,MITF TRPM1 HTS,SR-BI DiI-HDL act,CDK5 p35 inh,SR-BI DiI inh,cardiac RTF act,Wnt bcat act,PvdQ acylase,dFosB act,Rtt109 Vps75,HTR5A ag ctr
CCC1CCCCN1C(=O)COC(=O)c1cccs1 (stereo not given),26,17,-1.2,-17,-2,1,11,6,4,1
COc1ccc(N(C)S(=O)(=O)c2cccc(C(=O)NC3CCC(C)CC3)c2)cc1 (stereo not given),2,-17,1.2,17,7,1,3,5,-2,1
O=C(CCl)Nc1c[nH]c(=O)[nH]c1=O,1,17,-2.2,-17,-6,-1,-1,-4,0,-5
COc1ccc(C(=O)NC2CC2)cc1OC1CCN(C(C)CSC)CC1 (stereo not given),-5,x,-1.5,x,0,-2,-8,-1,-1,-2
COc1ccc2[nH]c(C)c(CCNc3ccc(C(F)(F)F)cc3[N+](=O)[O-])c2c1,0,-20,-0.1,20,-9,1,-1,3,-5,-6
O=c1c2c3c(sc2[nH]c(=S)n1Cc1ccco1)CCC3,3,9,2.6,-9,-1,1,-1,-8,11,2
O=C(Cn1cc(C(F)(F)F)ccc1=O)Nc1ccc(N2CCOCC2)cc1,6,5,-1.0,-5,-3,-1,-8,4,-5,1
Cn1c(=O)c2c(nc(N3CCC(C(N)=O)CC3)n2CCSc2nc3ccccc3s2)n(C)c1=O,-8,-16,1.3,16,-4,1,-2,-2,2,-2
Nc1nn(-c2ccccc2)c(N)c1N=Nc1ccc2c(c1)OCO2,20,-46,0.0,46,-5,27,20,3,1,-5
COc1cccc(N(CC(=O)NCCSc2ccccc2)S(C)(=O)=O)c1,6,-3,0.3,3,3,x,-14,-9,1,5
CC(CCc1ccco1)N(C)S(=O)(=O)c1csc(C(N)=O)c1 (stereo not given),11,12,-0.2,-12,3,-3,-9,-2,-1,-2
COC(=O)/C(C#N)=C/c1c(N2CCN(c3ccc(OC)cc3)CC2)nc2c(C)cccn2c1=O,1,10,-0.4,-10,-3,1,-5,-8,2,2
CN(C)S(=O)(=O)c1cccc(NC(=O)c2ccc(NS(=O)(=O)c3cccs3)cc2)c1,x,-14,-7.8,14,2,-3,-10,-9,0,8
COC(=O)c1sc(N)c(C(=O)OC)c1COC(=O)C12CC3CC(CC(O)(C3)C1)C2,-11,-5,1.4,5,2,-1,-10,-6,-1,6
O=C(Nc1cccc(OC(=O)c2ccc(Br)o2)c1)c1ccccc1,23,9,-0.4,-9,-7,10,1,-2,3,-6
O=C(Cc1ccc(Cl)cc1)Nc1cccnc1,x,9,0.3,-9,6,1,-8,2,4,2
Cc1ccc(-c2cc(C(=O)N/N=C/C=C/c3ccccc3)n[nH]2)o1,1,-17,-0.7,17,-4,-1,-9,24*,0,2
Cc1ccc(NC(=O)c2cccc(S(=O)(=O)N3CCCC3)c2)nc1,0,-5,0.9,5,-1,13,-7,-9,-1,-5
COC(=O)c1ccc(CN2C(=O)NC3(CCCCC3)C2=O)cc1,50,26,0.7,-26,8,17,-8,5,-3,0
CCOC(=O)c1[nH]c2ccc(OC)cc2c1NC(=O)OC,-2,-11,0.0,11,-2,x,-18,-2,-4,3

# In another format: entries from further up.
COc1ccc(N(C)S(=O)(=O)c2cccc(C(=O)NC3CCC(C)CC3)c2)cc1 (stereo not given)
  MITF TRPM1 HTS: 2	SR-BI DiI-HDL act: -17	CDK5 p35 inh: 1.2	SR-BI DiI inh: 17	cardiac RTF act: 7	Wnt bcat act: 1	PvdQ acylase: 3	dFosB act: 5	Rtt109 Vps75: -2	HTR5A ag ctr: 1
O=C(CCl)Nc1c[nH]c(=O)[nH]c1=O
  MITF TRPM1 HTS: 1	SR-BI DiI-HDL act: 17	CDK5 p35 inh: -2.2	SR-BI DiI inh: -17	cardiac RTF act: -6	Wnt bcat act: -1	PvdQ acylase: -1	dFosB act: -4	Rtt109 Vps75: 0	HTR5A ag ctr: -5
COc1ccc(C(=O)NC2CC2)cc1OC1CCN(C(C)CSC)CC1 (stereo not given)
  MITF TRPM1 HTS: -5	SR-BI DiI-HDL act: x	CDK5 p35 inh: -1.5	SR-BI DiI inh: x	cardiac RTF act: 0	Wnt bcat act: -2	PvdQ acylase: -8	dFosB act: -1	Rtt109 Vps75: -1	HTR5A ag ctr: -2
COc1ccc2[nH]c(C)c(CCNc3ccc(C(F)(F)F)cc3[N+](=O)[O-])c2c1
  MITF TRPM1 HTS: 0	SR-BI DiI-HDL act: -20	CDK5 p35 inh: -0.1	SR-BI DiI inh: 20	cardiac RTF act: -9	Wnt bcat act: 1	PvdQ acylase: -1	dFosB act: 3	Rtt109 Vps75: -5	HTR5A ag ctr: -6

# The listing picks up, repeating the 2 entries before the break.
SMILES,MITF TRPM1 HTS,SR-BI DiI-HDL act,CDK5 p35 inh,SR-BI DiI inh,cardiac RTF act,Wnt bcat act,PvdQ acylase,dFosB act,Rtt109 Vps75,HTR5A ag ctr
COC(=O)c1ccc(CN2C(=O)NC3(CCCCC3)C2=O)cc1,50,26,0.7,-26,8,17,-8,5,-3,0
CCOC(=O)c1[nH]c2ccc(OC)cc2c1NC(=O)OC,-2,-11,0.0,11,-2,x,-18,-2,-4,3
COc1ccc2nc(SCC(=O)Nc3ccc4sc(C)nc4c3)c(C#N)cc2c1,x,-63,0.4,63,0,x,-14,21*,x,1
O=C(CN(C(=O)c1csnn1)c1cccc(C(F)(F)F)c1)NCCc1ccccc1,0,1,-0.6,-1,1,-3,-7,-5,-11,0
COc1ccc(C(=O)Nc2c3c(nn2-c2ccc(Cl)cc2)CS(=O)(=O)C3)cc1,0,-30,0.7,30,3,-1,5,-8,20,4
CCOc1ccc(C2CC(=O)N(Nc3ccc([N+](=O)[O-])cc3[N+](=O)[O-])C2=O)cc1 (stereo not given),-11,12,0.3,-12,4,-2,-16,1,-11,-2
COc1ccc(NC(=S)Nc2cccc3ccccc23)cc1OC,-3,-19,-0.8,19,3,4,-11,-1,-17,-1
CC(Sc1ccccn1)C(=O)Nc1ccccc1 (stereo not given),25,x,-1.1,x,-1,x,-14,-6,-10,6
COc1cccc(N2CCN(C(=O)CC(NC(=O)c3ccccc3)c3ccccc3)CC2)c1 (stereo not given),10,-15,-0.1,15,-4,-3,-5,-6,4,-2
Cc1c(C(=O)OCC(=O)NCc2ccco2)oc2ccccc12,13,-9,-0.2,9,4,-2,-15,0,8,5
Cc1ccccc1N(C(=O)Cc1cccs1)C(C(=O)NCC1CCCO1)c1cccnc1 (stereo not given),-5,6,-2.4,-6,-1,x,-12,2,-4,8
CCn1c(=N)n(CC(=O)C(C)(C)C)c2ccccc21,4,21,-1.6,-21,4,0,0,-5,11,-6
Cc1ccc(CCNC(=O)C2CCC(=O)N2CCc2ccccc2)cc1 (stereo not given),1,19,-0.5,-19,-4,-2,0,1,-7,-3
COc1cc(Cl)c(CN2CCCC(CO)(Cc3ccccc3F)C2)cc1OC (stereo not given),-21,10,0.5,-10,-3,-2,4,-5,19,6
C[C@H]1CCC[C@@]2(O[C@H](CCO)C[C@H](O)[C@H]2O)O1,4,13,0.9,-13,-8,-3,4,6,-13,2
Cc1cc(C)c(S(=O)(=O)N/N=C/c2ccc3c(c2)OCO3)c(C)c1,-4,-1,0.8,1,1,7,-10,-6,1,6
N#CC1=C2N=C(N)c3ccccc3N2C2=C(C(=O)CCC2)C1c1cccc(Cl)c1 (stereo not given),-16,1,0.7,-1,3,-1,12,5,7,1
Cc1cccc(C(=O)N=c2c(C#N)cc3c(=O)n4cccc(C)c4nc3n2Cc2ccco2)c1,6,-5&12,2.1&-0.2,5&-12,-3&0,-2,-27&-11,-61&-16,-3&-50,2&-6
COc1cccc(C2c3[nH]c4ccccc4c3CCN2Cc2cccc(C)n2)c1 (stereo not given),-17,-23,-0.3,23,2,0,-3,-6,x,2
CCOC(=O)CSC1=C(C#N)C(c2ccccc2)C(C(C)=O)=C(C)N1 (stereo not given),-1,-18,1.3,18,6,-1,1,-8,28,-3
COc1ccc(Cn2nnnc2CN(Cc2cc3cc(C)ccc3[nH]c2=O)C2CCCC2)cc1,-15,-4,-2.3,4,1,-1,0,-5,2,1
COc1ccc(NC(=O)c2ccc(-n3cccn3)c([N+](=O)[O-])c2)cc1,5,-37,1.0,37,2,0,-1,3,8,-1
CCOC(=O)C1C(=O)CC(C)(O)C(C(=O)OCC)C1c1cc(Br)ccc1OC (stereo not given),x,19,1.4,-19,3,1,-15,-4,-10,2
COc1cc(CC(NC(C)=O)C(=O)NC2CCN(C(=O)Nc3ccc(C)cc3)CC2)cc(OC)c1 (stereo not given),9,-1,-0.4,1,-1,-8,-10,-19,-1,8
CCN(CC)CCn1c(NS(=O)(=O)c2ccc(Cl)cc2)nc2ccccc21,10,19,-1.2,-19,-4,-2,6,1,-8,x
CC(=O)N(Cc1ccc(F)cc1)C1=C(NCCc2ccccc2)C(=O)c2ccccc2C1=O,-103,-16,-1.6,16,-1,-43,-5,-2,11,6
O=C(Cc1ccccc1)Nc1ccc(NC(=O)c2ccco2)cc1Cl,-3,-20,-0.2,20,0,-1,-9,6,-2,-3
CN(C)c1nc(SCCOC(=O)Nc2ccccc2)nc(N(C)C)n1,x,x,-1.7,x,2,x,-4,-6,-4,8.8*
O=C(Nc1ccc(NC(=O)c2cccs2)cn1)c1ccco1,x,16,1.3,-16,3,18,5,-19,0,5
CCN(CC)CC(O)CN(c1ccccc1)S(=O)(=O)c1ccc2ccccc2c1 (stereo not given),11,42,0.9,-42,-5,1,0,-4,-2,-4
